Source: PubChem
AID2073: inhibitors of Mint1-CaV2.2 protein interaction, biochemical, HTRF (AID 2073). Voltage-dependent N-type calcium channel subunit alpha-1B (Homo sapiens). HTRF protein-protein interaction, Mint1-CaV2.2; higher % means a stronger effect. inhibition, % at 20 µM; hits with a dose series show IC50 in µM. hit rate 0.19% among 290,000; in the data active = inhibition mostly above about 51%, no sharp cut-off; also: some results filed as inactive read as strong as hits
human PMI inhibitors: human PMI inhibitors, high substrate, primary screen, biochemical, fluorescence intensity, high mannose 6-phosphate (AID 1220); hit rate 0.66% among 190,000; recombinant PMI enzyme, coupled fluorescence intensity; higher % means a stronger effect; inhibition, % at 20 µM, or IC50 in µM where a hit was titrated
LYP phosphatase: inhibitors of LYP phosphatase, biochemical, fluorescence intensity, uHTS (AID 1779); Tyrosine-protein phosphatase non-receptor type 22 (Homo sapiens); recombinant LYP phosphatase, fluorescence intensity; higher % means a stronger effect; inhibition, % at 11.5 µM, or IC50 in µM where a hit was titrated; hit rate 0.054% among 290,000;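 also: plate controls were vehicle with enzyme for no effect and no enzyme for full effect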
human PMI inhibition: inhibitors of human PMI, primary screen, biochemical, fluorescence intensity, coupled assay (AID 1209). hit rate 0.42% among 190,000. purified PMI enzyme, coupled fluorescence intensity; higher % means a stronger effect. Mannose-6-phosphate isomerase (Homo sapiens). one-dose inhibition, % at 20 µM; IC50 in µM for titrated hits;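 also: plate controls were DMSO vehicle for no effect and wells lacking substrate for full effect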
Siah-1 displacement: Siah-1 peptide-binding antagonists, primary screen, biochemical, fluorescence polarization, rhodamine-plectin, uHTS (AID 1817); displacement, % at 20 µM; hits with a dose series show IC50 in µM; hit rate 0.02% among 290,000; Siah-1 / rhodamine-plectin peptide fluorescence polarization; higher % means a stronger effect;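 active = displacement of at least 50% at 20 µM, with a fluorescence ratio check between 0.3 and a set limit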;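 also: plate controls were Siah plus tracer with DMSO for no effect and tracer alone without Siah for full effect; strong numbers were not always called active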
XIAP antagonists: XIAP antagonists, biochemical, IAP family, fluorescence polarization (AID 1018); E3 ubiquitin-protein ligase XIAP (Homo sapiens); displacement, % at 20 µM; hits with a dose series show IC50 in µM; XIAP BIR domain, fluorescence polarization peptide displacement; higher % means a stronger effect; hit rate 0.007% among 200,000; in the data active = displacement above about 50%; also: a part of the inactive calls stands beside numbers as strong as those of hits
M1AAP inhibition: P. falciparum M1AAP inhibitors, biochemical, fluorogenic H-Leu-NHMec substrate, 1536-well (AID 1445); hit rate 0.42% among 220,000; recombinant M1AAP, H-Leu-NHMec fluorogenic kinetic assay; higher % means a stronger effect; inhibition, % at 30 µM; hits with a dose series show IC50 in µM;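 active = primary inhibition above the hit cutoff, then over 50% inhibition at one or more dose response concentrations, cut at about 23% in these data, passing the limit was not always enough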;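 also: plate controls were DMSO full reaction for no effect and no enzyme background for full effect; strong numbers were not always called active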
P. falciparum M17LAP: P. falciparum M17LAP inhibitors, primary screen, biochemical, fluorogenic H-Leu-NHMec substrate, 1536-well (AID 1619); Leucine aminopeptidase (Plasmodium falciparum (isolate 3D7)); hit rate 0.38% among 220,000; one-dose inhibition, % at 30 µM; IC50 in µM for titrated hits; recombinant M17LAP, H-Leu-NHMec fluorogenic kinetic assay; higher % means a stronger effect;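 active = compound inhibiting the enzyme by more than half at any dose during confirmatory dose-response retesting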;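 also: plate controls were full reaction with DMSO carrier for no effect and no enzyme background for full effect; strong numbers were not always called active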
Dynein cargo inh: inhibitors of GR-EGFP nuclear translocation, primary screen, dynein cargo transport inhibitor project, imaging, high-content, 3617.4 mouse cells | test concentration mostly 20 µM; stimulated with dexamethasone, 1 µM; hits give low values | z-score, hits read low | hit rate 0.47% among 220,000;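 active = plate z-score of nuclear minus cytoplasmic receptor signal below a set negative limit, without overly bright fluorescence or cell loss, cut at about -3.5 in these data, passing the limit was not always enough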;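 also: z-score of nuclear minus cytoplasmic ring GR-EGFP intensity difference per well; some compounds called inactive have numbers as strong as hits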
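medium = tetracycline-free induction medium containing charcoal-stripped FBS | probe or stimulus = dexamethasone, 1.0 µM final | timing = 48 h induction, then 1 h compound, then 30 min agonist, 37 °C | detection = automated 10x imaging of fixed Hoechst-stained cells | read-out basis = nuclear versus cytoplasmic GR-EGFP signal, averaged per well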
Dynein cargo inh cytoplasmic EGFP: further read-out of Dynein cargo inh, marked with its call; z-score; measured here: cytoplasmic GR-EGFP intensity; hits give high values
Dynein cargo inh nuclear GR-EGFP: also measured in Dynein cargo inh; calls as there; z-score; measured here: nuclear GR-EGFP intensity;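 lower value marks the stronger effect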
Dynein cargo inh cell count: second read-out of Dynein cargo inh, no call of its own (marks repeat the call); z-score; measured here: cell count per field
Active calls of the source: *; . = not tested or not shown. Rule as the data show it, unless noted: active = inhibition above about 50%; inactive = the rest. Outcome played no part in choosing rows. About 2.1% of those tested had a hit in this group.

| M1AAP inhibition | XIAP antagonists | human PMI inhibitors | AID2073 | Dynein cargo inh cytoplasmic EGFP | human PMI inhibition | Dynein cargo inh cell count | Siah-1 displacement | Dynein cargo inh | Dynein cargo inh nuclear GR-EGFP | P. falciparum M17LAP | LYP phosphatase | structure |
| --- | --- | --- | --- | --- | --- | --- | --- | --- | --- | --- | --- | --- |
| 7.3% | -4.8% | 5.1% | 2.8% | -0.19 | 16.7% | 0.403 | 4.3% | -0.0772 | -0.17 | -3.5% | 4.6% | COc1ccc(OC)c(/C=N/NC(=O)c2csc3ccccc23)c1 |
| 0.1% | -5.5% | -1.9% | 10.7% | -0.0977 | 5.5% | -0.34 | -0.1% | -0.261 | -0.199 | 1.3% | 3.5% | CCc1ccc(/C=C2\SC(=S)N(CCCC(=O)Nc3ccccn3)C2=O)cc1 |
| 0.2% | -0.3% | 2.4% | 17.5% | 0.482 | 15.9% | -1.74 | 3.0% | -2.32 | -1.24 | 51.3% | 4.5% | CC(C)(C)c1ccc(OCC(=O)NCc2ccco2)c(Br)c1 |
| 6.0% | -2.6% | -4.1% | 5.6% | -0.145 | -1.7% | -0.0359 | 7.6% | -0.501 | -0.615 | 23.1% | 5.6% | COc1ccc(CN=C2NN=C(c3ccc(Cl)cc3)CS2)cc1 |
| 1.3% | -3.0% | 1.0% | 1.4% | 0.633 | 2.1% | 0.564 | 0.7% | -0.419 | 0.112 | -0.6% | -4.6% | O=Cc1sc(N2CCOCC2)nc1-c1ccccc1 |
| 5.2% | -10.6% | 14.5% | -9.2% | -0.277 | 14.0% | -0.326 | 3.6% | 0.591 | 0.552 | -7.6% | -10.8% | O=C(N/N=C/c1cn(-c2ccccc2)nc1-c1cccnc1)c1ccc(F)cc1 |
| 4.9% | -6.4% | -9.1% | 2.7% | -0.211 | -9.2% | 0.896 | 3.1% | -0.323 | -0.293 | 20.3% | 4.5% | Fc1ccc(/C=N/Nc2nn[nH]n2)cc1 |
| -1.5% | -3.8% | 7.1% | 11.8% | -0.323 | 5.2% | 0.676 | 14.5% | 0.0249 | 0.0399 | -2.4% | -7.8% | CC(C)=CC(=O)N1CCC(N2CCC(C(=O)N3CCOCC3)CC2)CC1 |
| 2.0% | -6.3% | -4.4% | 5.1% | -0.0758 | 11.2% | -0.163 | -1.3% | -0.0972 | 0.0297 | 10.3% | -0.5% | COc1ccc(NS(=O)(=O)c2cccc(NC(=O)C34CCC(CC3)C4)c2)cc1 |
| 0.3% | -1.0% | -1.7% | 2.6% | -0.0254 | -7.7% | -1.59 | 4.1% | 1.48 | 1.15 | -7.8% | 4.3% | c1ccc(-n2c(-c3ccco3)nnc2N2CCOCC2)cc1 |
| 16.6% | . | . | 12.7% | -0.797 | . | 0.641 | 4.4% | -1.17 | -0.428 | 9.5% | 3.0% | C=C/C(C)=C/CC1C(=C)CCC2C(C)(C(=O)O)CCCC12C (stereo unspecified) |
| 6.9% | -1.4% | 34.2% | -8.6% | -0.231 | 17.0% | 0.0176 | 12.5% | -0.0905 | -0.0463 | 0.2% | -7.1% | CC(=O)NC(c1ccc([N+](=O)[O-])cc1)c1c(O)ccc2ccccc12 (stereo unspecified) |
| 5.3% | -4.8% | 8.5% | -6.4% | -0.287 | 13.7% | -0.33 | -4.4% | 1.08 | 1.1 | 7.0% | -12.0% | CCOC(=O)c1c(N)sc(C(=O)Nc2ccc3c(c2)OCO3)c1C |
| 2.3% | 0.4% | 8.2% | -2.5% | -0.22 | 8.2% | -0.433 | -0.5% | -0.469 | -0.0353 | 3.8% | 6.1% | CC1Cc2ccccc2N1C(=O)CO/N=C/c1ccccc1OC(F)F (stereo unspecified) |
| -0.9% | -3.1% | -5.7% | -12.5% | -0.263 | 4.0% | 0.523 | 6.9% | -0.37 | -0.453 | 1.1% | 42.6% | O=C(NNS(=O)(=O)c1ccc2ccccc2c1)NC1CCCCC1 |
| -2.2% | -1.3% | 31.9% | -2.8% | -0.358 | 8.2% | -0.0471 | 3.6% | 0.769 | 0.747 | -7.1% | -7.2% | CC1CC(C)CN(C(=O)COc2ccc(-c3nnco3)cc2)C1 (stereo unspecified) |

Limited to LYP phosphatase (6 entries from above):
smiles,LYP phosphatase
C=C/C(C)=C/CC1C(=C)CCC2C(C)(C(=O)O)CCCC12C (stereo unspecified),3.0%
CC(=O)NC(c1ccc([N+](=O)[O-])cc1)c1c(O)ccc2ccccc12 (stereo unspecified),-7.1%
CCOC(=O)c1c(N)sc(C(=O)Nc2ccc3c(c2)OCO3)c1C,-12.0%
CC1Cc2ccccc2N1C(=O)CO/N=C/c1ccccc1OC(F)F (stereo unspecified),6.1%
O=C(NNS(=O)(=O)c1ccc2ccccc2c1)NC1CCCCC1,42.6%
CC1CC(C)CN(C(=O)COc2ccc(-c3nnco3)cc2)C1 (stereo unspecified),-7.2%

Entries of single compounds from above. Order of values: M1AAP inhibition	XIAP antagonists	human PMI inhibitors	AID2073	Dynein cargo inh cytoplasmic EGFP	human PMI inhibition	Dynein cargo inh cell count	Siah-1 displacement	Dynein cargo inh	Dynein cargo inh nuclear GR-EGFP	P. falciparum M17LAP	LYP phosphatase
C=C/C(C)=C/CC1C(=C)CCC2C(C)(C(=O)O)CCCC12C (stereo unspecified) is entered as 16.6%	.	.	12.7%	-0.797	.	0.641	4.4%	-1.17	-0.428	9.5%	3.0%
O=C(NNS(=O)(=O)c1ccc2ccccc2c1)NC1CCCCC1 is entered as -0.9%	-3.1%	-5.7%	-12.5%	-0.263	4.0%	0.523	6.9%	-0.37	-0.453	1.1%	42.6%
